# Screening data (PubChem)
# Wee1 degr inh = inhibitors of human Wee1 degradation; P30291; 220,000 tested, 1.2% active; HeLa Luc-Wee1K328M stability, luciferase luminescence; 100% = proteasome inhibitor MG132 effect; reporter increase, % at 5 µM;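 active = activation above the mean of all tested compounds plus 3 SD, set per screening run, cut at about 8.8% in these data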;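 note: cells exposed to compound for 20 h before luminescence read; 0% = DMSO alone and 100% = MG132 at 30 µM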
# 14-3-3 Bad PPI = disrupts binding of bovine 14-3-3 zeta to phospho-Bad peptide | P63103 | TR-FRET 14-3-3zeta/Dy647-pBad peptide displacement, 1 h | inhibition, % at 21.7 µM | 220,000 tested, 0.71% active | AID 781;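 active = inhibition above about 70%, limit read from the data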;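 note: 0% = full 14-3-3 plus peptide FRET controls and 100% = background without 14-3-3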
# FXIa inh = inhibitors of human coagulation factor XIa | P03951 | purified FXIa, Boc-Glu-Ala-Arg-AMC fluorogenic substrate | inhibition, % at 5 µM | 220,000 tested, 0.14% active | AID 798;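 active = inhibition of at least 40%; inactive = inhibition below 40%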;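 note: fluorescence of freed AMC excited at 355 nm; 0% = enzyme without compound and 100% = no enzyme blank; many of its hits are not listed in these tables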
# Target sequence (P03951 19-387 limits assumed): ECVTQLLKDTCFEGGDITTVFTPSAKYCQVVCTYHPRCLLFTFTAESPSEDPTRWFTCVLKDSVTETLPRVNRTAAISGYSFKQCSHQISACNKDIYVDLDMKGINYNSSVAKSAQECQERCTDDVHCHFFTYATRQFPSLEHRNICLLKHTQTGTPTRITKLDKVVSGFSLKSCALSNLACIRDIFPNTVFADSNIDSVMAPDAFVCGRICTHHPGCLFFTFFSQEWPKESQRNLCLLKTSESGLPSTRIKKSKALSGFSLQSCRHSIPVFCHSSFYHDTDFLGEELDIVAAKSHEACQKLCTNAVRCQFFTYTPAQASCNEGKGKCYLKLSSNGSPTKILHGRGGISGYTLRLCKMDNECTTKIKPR
# Target sequence (P03951 388-625 limits assumed): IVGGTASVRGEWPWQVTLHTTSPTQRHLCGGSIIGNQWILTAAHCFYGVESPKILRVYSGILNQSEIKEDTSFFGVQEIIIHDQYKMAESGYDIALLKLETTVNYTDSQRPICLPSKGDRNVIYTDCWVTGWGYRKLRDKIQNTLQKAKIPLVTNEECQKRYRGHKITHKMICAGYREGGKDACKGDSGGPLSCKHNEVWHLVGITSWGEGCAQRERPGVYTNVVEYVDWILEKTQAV
# Mdm2 ligase inh = Mdm2 E3 ligase (human) inhibition; Q00987; cell-based MDM2 ubiquitination luciferase reporter, 2 h; 0 = plate control, 100 = twice control, blank-subtracted; signal enhancement, % at 5 µM; 210,000 tested, 0.11% active; AID 1230;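 active = signal enhancement of 30% or more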;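 note: luminescence tracks abundance of the self-degrading MDM2-luciferase fusion protein; higher signal means inhibition of MDM2 E3 ligase activity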
#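 Material: stable MDM2–luciferase fusion reporter cells / Quantity: 2000 cells/well / Dosing: single 5 µM compound dose, 0.2% final DMSO / Buffer or medium: DMEM / Schedule: 4 h cell settling then 2 h compound exposure, 37 °C / Detection: luminescence with SteadyLite reagent, 15 min at room temperature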
# FXIIa inh = factor XIIa (human) inhibition; purified FXIIa, Boc-QGR-AMC fluorogenic substrate, 2 h; inhibition, % at 5 µM; P00748; AID 800; 220,000 tested, 0.3% active; in the data active = inhibition above about 40%;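 note: 0% = enzyme with no compound and 100% = blank without enzyme; many of its hits are not listed in these tables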
# Rad51 HR inh = Rad51 (human) homologous recombination inhibition; Q06609; hRad51 DNA strand exchange, fluorescence dequenching; inhibition, % at 10 µM; 200,000 tested, 0.085% active; AID 1385;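 active = inhibition above 40% at the single screening dose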;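 note: 0% = DMSO control wells and 100% = blanks with heterologous ssDNA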
# Target sequence (Q06609 whole entry, looked up): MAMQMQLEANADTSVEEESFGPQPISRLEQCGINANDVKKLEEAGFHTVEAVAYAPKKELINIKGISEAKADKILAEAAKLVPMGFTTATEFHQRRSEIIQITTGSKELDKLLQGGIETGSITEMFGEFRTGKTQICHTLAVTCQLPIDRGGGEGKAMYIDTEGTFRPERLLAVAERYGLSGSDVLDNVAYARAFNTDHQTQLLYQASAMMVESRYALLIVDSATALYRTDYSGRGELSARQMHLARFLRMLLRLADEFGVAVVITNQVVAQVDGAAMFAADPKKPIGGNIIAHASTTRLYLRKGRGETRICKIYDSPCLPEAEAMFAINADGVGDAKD
#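 Read-out basis: percent inhibition relative to plate controls and blanks / Assay system: human Rad51 nucleoprotein filaments preassembled on unlabelled ssDNA / Timing: filaments 15 min 37 °C, then compound 30 min / Control set: per-plate controls and blanks / Technique: fluorescence dequenching at 485/520 nm / Compound: 10 µM final, single point / Also added: Fluorescein- and BHQ1-tagged 47-mer duplex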
# p97 inhibitor = blocks human p97 ATPase activity | P55072 | recombinant p97 ATPase, Kinase-Glo ATP luminescence, 3 h | inhibition, % at 8 µM | 220,000 tested, 0.42% active; in the data active = inhibition above about 15%;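 note: 0% = DMSO vehicle and 100% = wells lacking enzyme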
# eIF4E 4G PPI = blocks eIF4E binding to eIF4G | inhibition, % at 21.7 µM | AID 782 | 220,000 tested, 0.37% active | P63073+Q04637 | TR-FRET eIF4E-eIF4GI(517-606) binding, 2 h;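 active = inhibition above about 30%, limit read from the data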;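 note: 0% = full FRET control wells and 100% = background wells lacking eIF4GI fragment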
# KLK5 inh = inhibitors of human kallikrein 5 | AID 873 | inhibition, % at 5 µM | 210,000 tested, 0.59% active | recombinant hK5, fluorogenic AMC substrate cleavage;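 active = inhibition of 40% or more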;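 note: 0% = enzyme controls without compound and 100% = no-enzyme blanks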
# Active calls of the source: *; . = no result given; [ ] = dose if it differs, or a comment.
Wee1 degr inh	14-3-3 Bad PPI	FXIa inh	Mdm2 ligase inh	FXIIa inh	Rad51 HR inh	p97 inhibitor	eIF4E 4G PPI	KLK5 inh	Structure
-1	0	6	-8	10	4	-2	-4	-1	CCOc1ccc(Br)cc1S(=O)(=O)N1CC(C)OC(C)C1 (configuration not stated)
-1	10	-2	-11	-5	4	1	2	-5	O=C(COC(=O)c1ccc(CSc2ccc(Cl)cc2)cc1)Nc1ccccc1
0	10	14	-19	25	-1	2	4	-30	CCn1c(SCC(=O)c2cc(C)n(-c3ccc(C(=O)OC)cc3)c2C)nnc1-c1cccnc1
1	-14	6	-23	13	-3	-1	16	-223	Cc1ccc(C)c(NC(=S)NNC(=O)c2csc3c2CCCC3)c1
0	-3	-2	-10	11	-2	4	0	2	CC(=O)Nc1ccc(N2C(=O)CSC2c2cccc([N+](=O)[O-])c2)cc1 (configuration not stated)
-3	-14	-4	7	3	20	0	-2	-2	C=CCN(CC=C)C(=O)c1ccc(OC2CCN(S(=O)(=O)N(C)C)CC2)cc1
0	-9	6	-15	9	32	4	0	-4	COc1ccccc1NC(=O)N1CCCC1C(=O)NCC1CCCO1 (configuration not stated)
-1	5	1	-1	12	-1	3	-5	3	CC(SCc1ccccc1)C(=O)Nc1ccc2c(c1)OCO2 (configuration not stated)
2	-5	-3	-10	15	0	3	-7	-5	Cc1nc(SCC(=O)c2ccccc2)c([N+](=O)[O-])[nH]1
2	4	-1	-18	7	4	-3	-1	10	CCOC(=O)c1ccc2[nH]c3c(c2c1)CCCCC3=O
2	2	0	-26	7	0	4	1	0	O=C(CNCc1cccs1)NC12CC3CC(CC(C3)C1)C2
9.6*	-5	-3	0	.	4	3	-2	-5	Cc1cc(C(=O)CSc2cccc[n+]2[O-])c(C)n1-c1ccc(Br)cc1
0	2	0	-3	-8	1	2	-1[fluorescence artefact?]	-35	COc1ccc(CCNC(=O)CSc2nc(-c3ccc(OC)c(OC)c3)ccc2C#N)cc1
5	43	2	-2	21	-66	2	8[fluorescence artefact?]	5	COc1cc(/C=C(\C#N)c2nc3c(s2)CC(C)CC3)ccc1O (configuration not stated)
-2	-14	-1	12	11	0	3	0	1	O=C1CCC(C(=O)N(Cc2cccs2)C2(C(=O)NC3CCCCC3)CCCCC2)N1 (configuration not stated)
1	2	5	-8	20	-3	1	3	-1	CCOC(=O)CN(C#N)c1nc(C)cc(C)n1
0	-24	-5	1	5	-3	1	-1	-19	CC1=NNC(=O)C1CCC(=O)N/N=C(/C)c1ccc([N+](=O)[O-])cc1 (configuration not stated)
-2	-5	4	-1	13	-11	0	-4	-22	C=CCc1cccc(/C=N/n2c(C)nnc2C)c1O
-4	10	1	-12	9	-5	1	3	6	CC(C)NC(=O)Cc1ccc(Br)cc1
1	-15	15	-2	10	-5	7	0	2	O=C(C1=C(Nc2ccccc2)c2ccccc2S(=O)(=O)N1)c1ccccc1
0	-11	0	-4	7	1	-1	0	-29	CC(C)(C)NC(=O)c1ccc(Cn2cc(C(F)(F)F)ccc2=O)cc1
7	-3	1	-13	6	6	0	8	-6	COc1ccc(CCNC(=O)CCNC(=O)c2ccc(Cl)cc2)cc1OC
-1	0	1	-12	3	16	1	1	-9	CCOC(=O)C(Cc1c(F)cccc1Cl)c1ccno1 (configuration not stated)
-2	-13	-5	-12	8	-4	2	-9	-25	O=C(OC(C(=O)NC1CCCC1)c1ccc(F)cc1)c1ccno1 (configuration not stated)
0	-12[fluorescence artefact?]	3	-13	10	0	7	1	-3	S=C(NCc1ccc(Cl)c(Cl)c1)Nc1ccc2c(c1)OCO2
0	-13	-2	-9	4	-3	-1	-6	-23	O=C(Nc1cccc(-c2nnn(CC(=O)N3CCc4ccccc4C3)n2)c1)C1CCC1
1	-5	-1	-8	9	7	5	-10	-31	Cc1nc(NCCCO)c(C#N)c2c1COC(C)(C)C2
-3	-7	7	-9	8	-5	-8	0	-11	S=c1nc(-c2sccc2OCc2ccc(Cl)cc2Cl)[nH][nH]1
0	-20	-6	-10	1	.	4	1	-257	O=C(CCc1ccccc1)NNC(=S)NC(=O)c1ccc(Cl)cc1
-1	61[fluorescence artefact?]	4	-31	-2	-8	7	9	0	COc1cc(C(c2nnnn2C2CCCC2)N2CCc3ccccc3C2)ccc1O (configuration not stated)
.	2	3	-21	10	-38	.	-8	2	COc1cc(/C=C2\Oc3cc(O)ccc3C2=O)ccc1O
-1	1	2	-13	3	19	6	-5	0	Cc1cc(N2C(=O)c3ccccc3C2=O)n(C)n1
-2	-3	-6	-3	9	.	7	4	-1	CCOc1ccccc1NC(=O)Cn1nnc(C(=O)NCc2ccco2)c1N
0	-5	-2	-6	4	-5	-2	-3	-9	Cn1cnnc1SCC(=O)c1cc2ccccc2oc1=O
2	-8	-8	-22	8	-8	1	3	-7	CN(C)c1cccc2c1c(NC(=O)Nc1ccc(F)cc1F)nn2C
-2	-8	17	12	12	.	3	-2	10	N=C(N)N1CCc2ccccc21

# Copied from the list.
# `CCOc1ccccc1NC(=O)Cn1nnc(C(=O)NCc2ccco2)c1N` | 14-3-3 Bad PPI = -3
# `COc1cc(C(c2nnnn2C2CCCC2)N2CCc3ccccc3C2)ccc1O` (configuration not stated) | FXIa inh = 4

# (cont.)
Wee1 degr inh	14-3-3 Bad PPI	FXIa inh	Mdm2 ligase inh	FXIIa inh	Rad51 HR inh	p97 inhibitor	eIF4E 4G PPI	KLK5 inh	Structure
-1	-9	4	-63	10	-16	3	0	-3	O=C(CN1C(=O)/C(=C/c2ccccc2F)Sc2ccccc21)NCc1cccnc1
0	4[fluorescence artefact?]	7	-13	9	.	5	-1	2	Cn1cc(CNC(=O)c2cc(-c3ccccc3)nc3ccc(Br)cc23)cn1
8	10	20	-19	25	-1	2	4	-23	Cc1ccc(Nc2nc3ccccc3s2)cc1
1	-6	-1	6	8	.	1	4	.	COc1ccccc1CN1CCN(Cc2nc(-c3cccs3)no2)CC1
-1	2	6	-3	17	1	4	1	-17	O=C(c1ccc(CS(=O)(=O)c2ccc(Br)cc2)o1)N1CCOCC1
-1	3	-3	-4	7	0	-1	1	-2	COc1ccccc1NC(=O)CN1CCN(c2ccccc2)CC1
1	1	4	14	8	-4	4	0	-16	Cc1cc(C)n(-c2ccc(C(=O)OCC(=O)Nc3cc(Cl)ccc3[N+](=O)[O-])cc2)n1
0	1	5	-14	13	1	4	-3[fluorescence artefact?]	-8	Cc1csc(NC(=O)CSc2nc3sc(C)c(C)c3c(=O)[nH]2)n1
-1	2	-8	-23	3	4	-3	0	-7	COc1ccccc1NC(=O)CSc1nc2ncccc2[nH]1
-2	-7	-6	.	-2	-10	-4	1	-1	O=C(CSc1nnnn1Cc1ccccc1)c1ccc(F)cc1
4	2	-9	1	7	-19	5	-5	-3	CCCCCNc1nc2sc3c(c2c(=O)n1-c1cccc(Cl)c1)CCN(C)C3
4	11	18	-7	19	1	-5	-1	-20	Cc1ccc(NC(=O)c2ocnc2C)cc1Cl

# Limited to Mdm2 ligase inh and eIF4E 4G PPI, for some of the entries so far:
compound	Mdm2 ligase inh	eIF4E 4G PPI
CCOC(=O)C(Cc1c(F)cccc1Cl)c1ccno1 (configuration not stated)	-12	1
C=CCN(CC=C)C(=O)c1ccc(OC2CCN(S(=O)(=O)N(C)C)CC2)cc1	7	-2
Cn1cnnc1SCC(=O)c1cc2ccccc2oc1=O	-6	-3

# Continued:
Wee1 degr inh	14-3-3 Bad PPI	FXIa inh	Mdm2 ligase inh	FXIIa inh	Rad51 HR inh	p97 inhibitor	eIF4E 4G PPI	KLK5 inh	Structure
-3	-5	-7	-19	-2	11	7	1	-9	FC(F)(F)c1cc(N2CCNCC2)c2ccccc2n1
-1	-9	0	-61	5	.	4	-3	17	COc1ccccc1C(=O)NNC(=O)c1ccc(NC(=O)CC(C)C)cc1
-2	-18	-8	-7	-8	6	3	-8	5	CSc1nc(N(C)NC(=O)c2ccc(Cl)cc2)c2ccccc2n1
-1	11	7	-8	16	-3	0	-6	-6	COc1cccc(NC(=O)c2ncn[nH]2)c1
5	-3	21	-21	74*	2	1	-3	36	O=C(NNc1c(Cl)cc(Cl)cc1Cl)c1n[nH]c(=O)c2ccccc12
-2	-5	-2	-12	0	-2	3	14	0	O=C(NCCN1CCc2ccccc2C1)C1CCN(S(=O)(=O)N2CCC3(CC2)OCCO3)CC1
-1	-8	-3	-6	10	-5	16*	-8	3	Cn1cccc1/C=C1\SC(=Nc2ccc(O)cc2)NC1=O
-2	11	4	1	19	.	3	-7	-4	CC(C)(C)SCCNC(=O)CSCc1ccc([N+](=O)[O-])cc1
0	-4	-2	2	3	-3	1	-1	-12	ClC1(Cl)CC1Cn1c(C2CC2)nc2ccccc21 (configuration not stated)
-1	-3	-4	-21	2	-12	2	-1	-13	Cc1ccc(NC(=O)CSc2nnc(CNC(=O)c3ccccc3F)o2)cc1
-3	0	15	0	-1	17	1	0[fluorescence artefact?]	-10	Cc1ccccc1Nc1nc2ccccc2n1C(C)C
-4	1	-1	-3	7	1	1	-3	3	O=C(O)c1ccccc1N1C(=O)C2C3CCC(C3)C2C1=O (configuration not stated)
0	3	7	-12	19	-9	3	-10	-9	COCCCn1c(Cc2ccccc2)nnc1SCC(=O)N1CCCCC1
-2	15	2	-5	-11	-5	-3	-8	-8	CC1(C)Oc2ccc(C(=O)N3CCOCC3)cc2N(CC(=O)Nc2ccccc2)C1=O
-2	-13	0	5	10	17	5	-4	-5	O=C(c1ccc([N+](=O)[O-])cc1)N1CCSC1c1ccc(Br)cc1 (configuration not stated)
-1	-9	-8	0	-9	-1	-3	0	-19	CN(CC(=O)Nc1ccc(C(N)=O)cc1)CC(=O)Nc1ccccc1Cl
2	-7	1	-14	10	-11	6	-7	-6	O=C1NC2(CCCc3ccccc32)C(=O)N1Cc1nnc(-c2ccccc2Br)o1 (configuration not stated)
-2	1	0	1	8	10	6	-9	2	Cc1ccccc1NC1=NC(=S)N(CC(N)=O)C12CCOC(C)(C)C2 (configuration not stated)
0	6	2	-81	8	1	5	-3	0	COc1cc(C(C)=O)ccc1COc1ccc(C(=O)O)cc1OC
-2	11	-7	-21	1	6	0	-3	-25	C=CCn1c(SCC(=O)O)nnc1-c1cccs1
-1	1	5	-8	17	-4	5	1	-127	CNC(=O)c1c(NC(=O)c2nc3ccccc3s2)sc2c1CCC2
-1	1	0	-6	12	1	2	7	-6	COC(=O)c1ccsc1NC(=O)C1COc2ccccc2O1 (configuration not stated)
0	-17	-1	1	9	-7	2	-11	-19	O=C(c1cc2ccccc2oc1=O)N1CCSC1c1ccco1 (configuration not stated)
4	15	8	-2	8	-178	8	12	-2	CCOC(=O)c1c(-c2ccc(C)cc2)csc1NC(=O)/C(C#N)=C/c1ccc(O)c(OC)c1
-3	18	14	-26	20	-3	-2	-11	-11	CCn1c(COc2ccc(=O)n(-c3ccccc3)n2)nnc1SCc1ccccc1C
3	47	-5	-28	8	-7	0	3	-2	O=C(Nc1cccc(Cl)c1)Nc1ccnc(-c2cccnc2)n1

# Entries listed above marked active in FXIIa inh.
Wee1 degr inh	14-3-3 Bad PPI	FXIa inh	Mdm2 ligase inh	FXIIa inh	Rad51 HR inh	p97 inhibitor	eIF4E 4G PPI	KLK5 inh	Structure
5	-3	21	-21	74*	2	1	-3	36	O=C(NNc1c(Cl)cc(Cl)cc1Cl)c1n[nH]c(=O)c2ccccc12
